From PubChem
KCNH2 3.1 inh = qHTS for Inhibitors of KCHN2 3.1: Mutant qHTS. U2OS KCNH2 3.1, thallium flux FluxOr; active compounds read low. activity change, % (tested at about 1.8 µM). 0.95% of 340,000 active. AID 720553, 2013;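 active = maximum activity change below -70%; inconclusive = maximum activity change from -70% to -50%; inactive = maximum activity change above -50%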;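 note: thallium influx rate constant from kinetic fluorescence after stimulation buffer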
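We transduce U2OS cells with the mutant 3.1 virus, culture them overnight, load FluxOr with Red40 quencher for 45 min, then add stimulation buffer and read kinetically for 2 min to derive a normalized rate constant.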
uPA generation = qHTS for Inhibitors of Cell Surface uPA Generation. cell surface uPA generation assay, qHTS. Potency, µM (top dose mostly 38.3 µM), for inactives: at the highest dose activity change, negative = inhibition, actives largely listed as inhibitors. 0.31% of 330,000 active. AID 540303, 2011; active = well fitted inhibition curve with a large enough effect; inconclusive = small, poorly fitted or top-dose-only effect; inactive = no such curve, though single readings can be large or run the other way; tested in mouse RAW 264.7 cells; note: potency is the fitted concentration of half-maximal effect; nearly all actives have a fitted effect of over 55% in size
Giardia killer = Small Molecules that selectively kill Giardia lamblia: qHTS | Giardia lamblia trophozoite viability | activity change, % at 7.66 µM, hits read low | 0.15% of 340,000 active | AID 540267, 2011; in the data active = activity change below about -80%; inconclusive = between about -30% and that limit;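 note: parasites exposed to compound for two days anaerobically before the ATP read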
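Trophozoite viability was measured as ATP-dependent luminescence, read 15-30 min after reagent addition. Before that, parasites at 100 cells/well were exposed to compounds for 48 h, anaerobically, at 37 deg C.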
Numbers without * were called inactive; ? = inconclusive; [ ] = dose if it differs, or a comment. % is set by controls: 0 for no effect and ±100 for the full control effect. These rows are one share of the data. The share of hits here may be higher or lower than overall.

no.	Structure	Giardia killer	uPA generation	KCNH2 3.1 inh
1	O=C(OCCSCCOC(=O)C1CC=CCC1)C1CC=CCC1 (centres undefined)	-5	6%	3
2	NC(CSC(c1ccccc1)(c1ccccc1)c1cccc2ccccc12)C(=O)O (centres undefined)	-16	10%	-14
3	CN(C(=O)c1ccc(NC(=O)Cc2ccc(NC(=O)C3CCN(C(=O)CCc4ccccc4)CC3)cc2)cc1)C1CCCC1	-4	-6%	-3
4	Cc1cc(C)c2c(ccc3ccccc32)n1	12	3%	8
5	COc1ccc(CNC(=S)Nc2cccc(Cl)c2)cc1	34[activator]	8%	20
6	COCCN(C(=O)COC(=O)CCCc1c[nH]c2ccccc12)c1c(N)n(Cc2ccccc2)c(=O)[nH]c1=O	28	10%	4
7	CC(C)=CCc1cc(-c2oc3cc(O)cc(O)c3c(=O)c2O)ccc1O	22	9%	3
8	Cc1cc(O)c(C(C)C)cc1NC(=O)Nc1cc(Cl)ccc1Cl	6	2%	6
9	O=C(O)c1ccn[nH]1	3	4%	-3
10	COC1=C(NCc2ccc3c(c2)OCO3)C(=O)C(OC)=C(NCc2ccc3c(c2)OCO3)C1=O	-9	9%	18
11	O=C(Cc1ccc(NC(=O)C2CCCN(C(=O)CCc3ccccc3)C2)cc1)Nc1ccc(C(=O)N2CCOCC2)cc1 (centres undefined)	?	1%	1
12	O=C(Cc1ccccc1)NCC1COc2ccccc2O1 (centres undefined)	-11	-12%	-5
13	COc1ccc(C(=O)Nc2ccc(C)c(S(=O)(=O)N3CCOCC3)c2)cc1S(=O)(=O)N1CCCC1	11	4%	21
14	CC(C)CN(C(=O)COC(=O)c1ccccc1SCC(=O)N1CCCC1)C1CCS(=O)(=O)C1 (centres undefined)	-4	3%	10
15	CN(C(=O)c1ccc(NC(=O)Cc2cccc(NC(=O)C3CCCN(C(=O)CCc4ccccc4)C3)c2)cc1)C1CC1 (centres undefined)	-17	?	9
16	O=C1C2C3C=CC(O3)C2C(=O)N1Nc1ccccc1 (centres undefined)	-7	2%	-14
17	CC(=O)Nc1ccc(S(=O)(=O)NN=CCCc2ccccc2)cc1	5	4%	13
18	CCCn1c(=O)n(C)c(=O)c2c(SCc3cc(C(C)=O)ccc3OCC)nc(C3CC3)nc21	26	2%	11
19	O=C1CCc2cccc(O)c2N1	19	3%	-7
20	N#C/C(=C/c1ccc(OC(=O)c2ccc(Br)s2)cc1)c1nc2ccccc2[nH]1	15	4%	27
21	COc1ccc(CNC(=O)c2cc(S(=O)(=O)N3CCCCC3)ccc2N2CCOCC2)cc1OC	-1	-5%	4
22	O=C(O)C1=C(C(=O)O)C2C=CC1C2	11	4%	3
23	OCC1OC(n2ccc3c(NO)ncnc32)C(O)C1O (centres undefined)	3	-12%	-28
24	Cc1nn(-c2ccc(F)cc2)c(Cl)c1/C=C(/CC(=O)O)c1nc2ccccc2s1	-9	-3%	7
25	O=c1[nH]cnc2c1ncn2-c1ccc(N(CCO)CCO)cc1	-1	9%	-15
26	COc1ccc(CNC(=O)C2CCCC2)cc1	11	1%	-2
27	Cc1ccc(S(=O)(=O)N2CCOCC2)cc1C(=O)Nc1cc(S(=O)(=O)N2CCCCC2)ccc1O	-8	-1%	?
28	O=[N+]([O-])c1ccc(S(=O)(=O)NN=CCCc2ccccc2)cc1	14	3%	-11
29	Cc1cccc(CN2[C@@H](CC(C)C)COCCS2(=O)=O)c1	12	15%	0
30	Cc1nc(Cc2ccccc2)sc1CC#N	13	-2%	-4
31	COC(=O)c1c(C)cccc1C1CN=NC12Cc1ccccc1C2=O (centres undefined)	-13	7%	-5
32	Oc1ccc(C=NN=Cc2ccco2)c(O)c1	5	0%	-24
33	CCN(CC)c1ccc(N=C2C=CC(=O)C=C2NC(C)=O)cc1	-6	-7%	9
34	NC(=O)CC(NC(=O)Cc1ccc(Br)cc1)c1ccc(NC2CCCCCCC2)c([N+](=O)[O-])c1 (centres undefined)	17	?	2
35	COc1cc(OC)cc(-c2nnc(SCC(=O)N3c4ccccc4Sc4ccccc43)o2)c1	-3	1%	-3
36	CN(C)CCN(Cc1ccco1)c1ccccn1	6	2%	10
37	COc1cc(NCCCCCCN)c2ncccc2c1OC	-10	-12%	10
38	O=C1c2ccccc2C(=O)N1CCCN1C(=O)c2ccccc2C1=O	5	6%	3
39	CCCNC(=O)c1onc(CSc2ccc(Cl)cc2)c1C(=O)NCCOC	8	7%	-6
40	COc1nnc(-c2ccc(N3CCCCC3)c(NC(=O)COc3ccccc3)c2)c2ccccc12	9	1%	14
41	CN1CCN(c2ccccc2NS(=O)(=O)c2ccc3c(c2)CCN3C(=O)C2CCC2)CC1	-3	-2%	-5
42	C=CC[C@@]12C=C(OC)C(=O)C(OC)=C1O[C@H](c1ccc3c(c1)OCO3)[C@H]2C	11	-9%	17
43	CCN(c1ccccc1)S(=O)(=O)c1cccc(C(=O)NCC(c2ccc(F)cc2)N2CCOCC2)c1 (centres undefined)	-10	-6%	-13
44	O=C1C(=O)C(c2ccccc2)C(=O)C1c1ccccc1 (centres undefined)	-8	-3%	31
45	Nc1cc2c(cc1N)-c1ccccc1C2	3	-12%	16
46	COc1cc(O)c(C=Nc2ccccc2NS(=O)(=O)c2ccc(C)cc2)c(OC)c1	-16	9%	16
47	CN(Cc1ccccc1)C(=O)c1ccc(NC(=O)Cc2ccc(NC(=O)C3CCCN(C(=O)CCc4ccccc4)C3)cc2)cc1 (centres undefined)	4	-30%	-5
48	CCN1C[C@@H]2[C@@H]3C(=O)N(Cc4ccccc4)C(=O)[C@@H]3[C@](Cc3ccccc3)(C(=O)OC)N2C1=NCc1ccccc1	-20	-3%	-40
49	COc1ccc(OC)c(/C=N/n2c(C)nc3ccccc3c2=O)c1	2	8%	-10
50	COc1ccc2cc(C(c3nnnn3C3CCCCC3)N3CCCCCC3)c3nnnn3c2c1 (centres undefined)	21	3%	-17
51	COc1ccc2oc(-c3ccncc3)cc(=O)c2c1	-20	-10%	10
52	O=C(Cc1coc2cc(O)ccc12)N1CCN(S(=O)(=O)c2ccc(Br)cc2)CC1	-2	?	-18
53	NC1=NC(=O)C(c2ccccc2)C(=O)N1 (centres undefined)	2	0%	5
54	COc1ccc(CCNC(=O)C2COc3ccccc3O2)cc1OC (centres undefined)	8	-3%	23
55	O=C(O)c1ccc2c(c1)C(=O)N(c1ccc(C(=O)OCC(=O)c3ccccc3)cc1)C2=O	14	0%	7
56	CC(C)c1ccc(Oc2cccc3c2S(=O)(=O)N(C2CCCC2)CC(COCc2ccccc2)O3)cc1 (centres undefined)	-5	4%	-4
57	C[C@H]1CC[C@]2(O[C@H](CCO)C[C@H](O)[C@H]2O)O1	-5	4%	22
58	Nc1nc(SCc2ccccn2)c2ncn(C3OC(CO)C(O)C3O)c2n1 (centres undefined)	11	-1%	26
59	Cc1cc(C)c2nc(SCC(=O)Nc3ccccc3N3CCOCC3)c(C#N)cc2c1	10	-1%	-1
60	Cc1cn(CC(=O)NCC2CCCO2)c(=O)[nH]c1=O (centres undefined)	-26	-3%	-7

Two entries from above, with values under each structure:
Each structure is followed by: Giardia killer	uPA generation	KCNH2 3.1 inh
7	CC(C)=CCc1cc(-c2oc3cc(O)cc(O)c3c(=O)c2O)ccc1O
    22	9%	3
28	O=[N+]([O-])c1ccc(S(=O)(=O)NN=CCCc2ccccc2)cc1
    14	3%	-11

Further structures.
no.	Structure	Giardia killer	uPA generation	KCNH2 3.1 inh
61	C/C(CC(=O)Nc1c(Cl)cccc1C(F)(F)F)=N\NC(=O)c1cnccn1	29	-25%	-13
62	Cc1ccccc1C(=O)NCC(=O)c1ccccc1	-28	-24%	-10
63	O=C1C=C(NS(=O)(=O)c2ccccc2)C(=O)c2ccccc21	7	1%	-9
64	Cc1cc(=O)[nH]c(NN=Cc2c(Cl)cccc2Cl)n1	-17	-3%	-10
65	CC(C)(C)OC(=O)N1CCC(CC2CC(c3ccccc3)=NO2)(C(=O)O)CC1 (centres undefined)	-22	16%	-14
66	O=C(COc1ccc(Br)cc1)NNC(=O)Cc1ccc(S(=O)(=O)N2CCOCC2)s1	1	-15%	-4
67	CCOc1ccc2[nH]cc(C(=O)N3CCN(C4CCCCC4)CC3)c(=O)c2c1	-4	0%	?
68	Cc1ccnc(NC(=O)c2cccc(NC(=O)c3ccc(Cl)c(Cl)c3)c2)c1	-7	3%	-13
69	Nc1ccccc1N1C(=O)c2cccc3cccc(c23)C1=O	16	-29%	3
70	COc1ccc(C=NNC(=O)CCCC(=O)NN=Cc2ccc(OC)c(OC)c2)cc1OC	30[activator]	4%	0
71	O=C(O)CCC1(C(=O)O)CCC(=O)c2ccccc21 (centres undefined)	6	-1%	-6
72	C=CCOc1ccc2c3c(c(=O)oc2c1)CCCC3	19	1%	-15
73	COC(=O)C1=C(C)N(CCCC(=O)O)C(=O)NC1c1ccccc1Cl (centres undefined)	-10	8%	4
74	O=C(CCN1CCC2CCC(C2)C1)c1ccc(F)cc1 (centres undefined)	-9	0%	-8
75	CCOC(=O)NC1CCc2cc(OC)c(OC)c(OC)c2-c2ccc(OC)c(=O)cc21 (centres undefined)	-4	-12%	-8
76	O=C(Cc1ccccc1)NCc1nc2ccccc2[nH]1	-22	14%	6
77	Cc1cnc(C=NNC(N)=S)c2cccc(N)c12	1	-7%	7
78	CCN1C[C@@H]2[C@@H]3C(=O)N(Cc4ccccc4)C(=O)[C@@H]3[C@](C)(C1=O)N2C(=O)c1ccccc1	?	-5%	2
79	O=C(Cc1cccc(NC(=O)C2CCCN(C(=O)C3CCCCC3)C2)c1)Nc1ccc(C(=O)N2CCOCC2)cc1 (centres undefined)	-19	-1%	22
80	COc1cc(C)c(C2NC(=O)c3ccccc3N2)cc1C (centres undefined)	-10	-11%	2

6 records picked at random from the list so far:
no.	Structure	Giardia killer	uPA generation	KCNH2 3.1 inh
74	O=C(CCN1CCC2CCC(C2)C1)c1ccc(F)cc1 (centres undefined)	-9	0%	-8
76	O=C(Cc1ccccc1)NCc1nc2ccccc2[nH]1	-22	14%	6
77	Cc1cnc(C=NNC(N)=S)c2cccc(N)c12	1	-7%	7
66	O=C(COc1ccc(Br)cc1)NNC(=O)Cc1ccc(S(=O)(=O)N2CCOCC2)s1	1	-15%	-4
64	Cc1cc(=O)[nH]c(NN=Cc2c(Cl)cccc2Cl)n1	-17	-3%	-10
65	CC(C)(C)OC(=O)N1CCC(CC2CC(c3ccccc3)=NO2)(C(=O)O)CC1 (centres undefined)	-22	16%	-14

Going on with the list.
no.	Structure	Giardia killer	uPA generation	KCNH2 3.1 inh
81	O=S(=O)(O)c1cc(O)c(N=Nc2ccc(O)cc2O)c2ccccc12	-25	-7%	-8
82	COc1ccc(-c2c(C#N)c(N)nc3c2c(=O)n(C)c(=O)n3C)cc1Cl	-7	0%	-9
83	O=C(O)c1cccc2c1-c1ccc(Cl)cc1C2	-1	-3%	-8
84	CN(C(=O)c1cccc(NC(=O)Cc2cccc(NC(=O)C3CCCN(C(=O)C4CCCC4)C3)c2)c1)C1CC1 (centres undefined)	-25	3%	-11
85	Cc1ncc([N+](=O)[O-])n1S(=O)(=O)c1ccc2c(c1)OCCO2	-5	0%	0
86	Cn1c(OCc2cccnc2)nc2c1c(=O)n(Cc1ccc(Cl)cc1)c(=O)n2C	23	1%	-4
87	O=S(=O)(CCNCc1ccccc1)NC1CCCCC1	17	-3%	11
88	Nc1ccc(N=Nc2ccccc2O)c(N)c1	2	-7%	-3
89	CC(NC(=O)C1CCCC1)c1ccccc1 (centres undefined)	-3	1%	2
90	C=CCn1c(=O)n(C)c2c(=O)n(C)c(=O)n(C)c21	-1	0%	-3
91	COCCOC(=O)c1c(C)oc2ccc(O)c(CN3CCC(C)CC3)c12 (tested in a mixture with another compound)	2	-6%	8
92	Cc1ccc(NS(=O)(=O)c2ccc(C)c(C(=O)Nc3ccc(S(=O)(=O)Nc4onc(C)c4C)cc3)c2)cc1	6	5%	0
93	COc1ccc(CCN2CCC(CN3C(=S)NC[C@@H]3CC(C)C)CC2)cc1OC	11	8%	?
94	O=C(Nc1cccc(C(F)(F)F)c1)OCc1ccncc1	-5	0%	-5
95	CN1C[C@@H]2[C@@H]3C(=O)N(Cc4ccccc4)C(=O)[C@@H]3[C@](C)(C1=O)N2C(=O)c1ccc(F)cc1	-14	3%	-15
96	COc1ccc(CCNCc2ccc(-c3ccccc3)cc2)cc1OC	-22	-9%	?
97	Cc1cc(-c2ccc([N+](=O)[O-])cc2)cc(C)n1	5	-2%	-1
